# RAD54 inh = inhibitors of human RAD54 branch migration, primary screen, biochemical, fluorescence, single point | AID 602329, 2012 | RAD54 Holliday junction branch migration, FAM/BHQ fluorescence | inhibition, % at 10.4 µM | hit rate 0.14% among 360,000;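 active means mean normalized replicate activity at least 40 and at least half of replicates scoring 40 or more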;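 further: 0% = median of neutral control wells and 100% = median of positive control wells; inhibitors cause a drop in the FAM fluorescence signal; in these data hits start at about 50%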
# miR122 inh = miR-122 Renilla sensor signal increase in Huh7, primary screen, miR-122 inhibitor project, cell-based, single point, plate reader; hit rate 0.3% among 340,000; AID 602342, 2012; Huh7 miR-122 Renilla luciferase sensor, 48 h; neutral wells = 0, positive control = 100; activation (reporter increase), % at 12.5 µM;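 active means mean replicate activation score at least 90 and every replicate individually at or above 90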;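 further: higher luciferase means less miR-122 activity so hits act as miR-122 inhibitors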
# RAD52 inh = RAD52 DNA annealing inhibitors, primary screen, biochemical, FRET, single point, set 2 | DNA repair protein RAD52 homolog (Homo sapiens), P43351 | inhibition, % at 18.7 µM | hit rate 0.46% among 360,000 | recombinant RAD52 DNA annealing, FRET fluorescence;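 active means every replicate showing at least 50% inhibition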
# Target sequence (P43351 whole entry, looked up): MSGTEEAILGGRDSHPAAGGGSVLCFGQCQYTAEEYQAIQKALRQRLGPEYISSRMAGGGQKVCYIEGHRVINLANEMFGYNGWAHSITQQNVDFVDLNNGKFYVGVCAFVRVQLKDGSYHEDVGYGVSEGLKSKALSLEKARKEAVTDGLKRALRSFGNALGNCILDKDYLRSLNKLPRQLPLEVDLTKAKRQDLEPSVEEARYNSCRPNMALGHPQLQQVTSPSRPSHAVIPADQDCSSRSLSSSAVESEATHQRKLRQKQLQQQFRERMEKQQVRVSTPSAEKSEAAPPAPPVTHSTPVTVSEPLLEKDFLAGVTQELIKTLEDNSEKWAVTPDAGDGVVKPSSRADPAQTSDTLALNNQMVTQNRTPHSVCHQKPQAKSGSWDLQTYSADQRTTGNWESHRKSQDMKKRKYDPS
# ERAP1 inh = human ERAP1 aminopeptidase inhibitors, primary screen, biochemical, single point, plate reader. inhibition, % at 10.7 µM. recombinant ERAP1, Leu-AMC fluorescence, 60 min. hit rate 0.15% among 340,000. Endoplasmic reticulum aminopeptidase 1 (Homo sapiens), Q9NZ08;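 active means mean replicate inhibition of at least 30%, or all replicates individually reaching that 30% level; inactive means mean below 30% and not every replicate reaching it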;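 further: 0% = neutral control wells and 100% = L-leucinethiol positive control wells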
# PGC1a acetyl inh = inhibitors of PGC1a acetylation signal, primary screen, cell-based, U2OS, AlphaScreen, inhibitor mode; AlphaScreen anti-acetyl-lysine; with virally co-expressed GCN5 acetyltransferase; inhibition, % at 15.6 µM; hit rate 0.17% among 350,000; AID 651687, 2012;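 active means every replicate shows inhibition of at least 40%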;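 further: 0% = neutral control wells and 100% = positive control wells; some results beyond the cut were filed as inactive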
# E-sel inducer = E-selectin induction in HUVECs, primary screen, imaging, HUVEC, immunofluorescence imaging, single point. P16581. normalized: neutral wells 0, TNF-alpha wells 100. activation, % at 7.58 µM. hit rate 0.37% among 260,000;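 active means mean E-selectin-positive cell signal at least 10% of the positive control, reached in at least 60% of replicates, without over 20% cell loss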;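 further: in these data hits start at about 27%; measured in HUVEC primary endothelial cells; signal is the percent of cells scored E-selectin positive by PE staining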
# Target sequence (P16581 whole entry, looked up): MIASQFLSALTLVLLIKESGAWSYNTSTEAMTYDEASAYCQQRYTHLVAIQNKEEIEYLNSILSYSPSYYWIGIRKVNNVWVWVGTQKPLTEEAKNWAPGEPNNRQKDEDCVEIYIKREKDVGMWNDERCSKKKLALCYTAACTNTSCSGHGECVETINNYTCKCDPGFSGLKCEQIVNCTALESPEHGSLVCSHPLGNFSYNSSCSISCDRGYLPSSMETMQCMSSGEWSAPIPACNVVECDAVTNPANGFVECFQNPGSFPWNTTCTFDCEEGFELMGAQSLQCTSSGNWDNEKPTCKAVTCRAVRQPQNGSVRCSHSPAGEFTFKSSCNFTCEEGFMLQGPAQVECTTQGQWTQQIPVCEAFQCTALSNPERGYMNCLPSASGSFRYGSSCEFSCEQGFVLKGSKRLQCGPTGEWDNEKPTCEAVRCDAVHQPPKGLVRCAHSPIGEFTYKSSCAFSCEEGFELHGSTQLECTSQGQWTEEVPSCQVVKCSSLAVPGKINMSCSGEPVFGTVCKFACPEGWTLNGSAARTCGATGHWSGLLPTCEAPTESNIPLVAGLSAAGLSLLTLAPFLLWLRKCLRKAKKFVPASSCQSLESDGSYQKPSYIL
#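 Test system: HUVEC; input: 3,000 HUVEC/well; measured by: immunofluorescence imaging; read-out: % PE-positive cells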
# PglD inh = C. jejuni PglD acetyltransferase inhibitors, primary screen, biochemical, DTNB colorimetric, single point; inhibition, % at 12.5 µM; purified PglD enzyme, DTNB colorimetric CoA detection; AID 602405, 2012; hit rate 0.098% among 360,000; in the data active means inhibition above about 16%, passing the limit was not always enough; further: strong numbers were not always called active
# Cneo AK release = Cryptococcus neoformans cell lysis inducers, primary screen, AK release luminescence, single concentration; lysis activity, % at 15 µM; C. neoformans lysis, adenylate kinase release luminescence, 4 h; normalised: neutral wells 0, clomiphene wells 100; AID 651654, 2012; hit rate 0.2% among 360,000;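 active means mean lysis activity across replicates of at least 80%, whatever share of replicates individually reach that level; inactive means mean lysis activity below 80%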
#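 Schedule: static 4 h at 37 °C with compound, 1 h detection; system: C. neoformans cells; benchmarks: Clomiphene as positive control; buffer or medium: fresh YPD medium; measure: luminescence rise reflecting yeast cell lysis; measured by: luminescent adenylate kinase detection reagent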
# Numbers without * were called inactive; x = no result given; & = joins results of further samples; ! = repeats disagree; [ ] = remark or other dose.
SMILES,RAD54 inh,miR122 inh,RAD52 inh,ERAP1 inh,PGC1a acetyl inh,E-sel inducer,PglD inh,Cneo AK release
NC(=O)c1nnsc1Sc1c(C(N)=O)nnn1-c1cccc(N)c1,x,-5,-16,8,-28,-1.8,x,x
CC(C)c1nc(SCC(=O)N2CCOCC2)c2c(=O)n(C)c(=O)n(C)c2n1,2,-4,-9,4,15,-0.6,-4,0
O=C(C1CCC1)N1CCCCN2[C@H](CO)[C@H](c3ccc(-c4ccncc4)cc3)[C@H]2C1,1,-4[16.7 µM],-1,-3,4,0.0,2,0
Cc1cc(-c2ccco2)n(CC(=O)NCCCc2ccccc2)n1,5,0,-15,0,-2,-0.3,x,3
COCCn1c(SCC(=O)N2CCCCCC2)nc2c(c1=O)SCC2,10,x,2,-3,x,-4.1,4,-5
COc1cccc(COCC(O)Cn2cnc3cc(C)c(C)cc32)c1 (configuration not stated),-6,-5,1,2,7,0.0,-4,-1
CC1(c2ccccc2Cl)NC(=O)N(CC(=O)c2ccc3c(c2)OCO3)C1=O (configuration not stated),-5,2,1,4,x,0.1,1,2
COCC(=O)Nc1ccc2c(c1)OC[C@H](C)N(CCC(F)(F)F)C[C@H](C)[C@@H](OC)CN(C)C2=O,-13,x,-3,-5,-1,-0.3,3,5
C#CCOCCOCCOCCNc1nc(N2CCN(C(=O)Cn3cc(CCCCN)nn3)CC2)nc(N2CCN(C(=O)[C@H](CCCCN)n3cc(CCC(=O)O)nn3)CC2)n1,-10,-9,0,-3,6,-0.3,-3,0
Cc1noc(C)c1S(=O)(=O)N(C)C[C@@H]1OCCCC[C@@H](C)Oc2ccc(NS(=O)(=O)c3cn(C)cn3)cc2C(=O)N([C@H](C)CO)C[C@@H]1C,4,10[16.7 µM],-10,-1,-2,0.7,-2,2
CNC(=O)C[C@H]1CC[C@@H]2[C@@H](COc3ccc(NC(=O)NC4CCCC4)cc3C(=O)N2C)O1,-10,-5[16.7 µM],-2,-1,-5,0.1,0,7
CC(=O)c1sc2nc(=O)c(C)nn2c1C,3,4,x,x,-14,x,1,-1
CN(C)CC(=O)N1[C@@H](C#N)[C@H](c2ccc(-c3ccccc3F)cc2)[C@@H]1CO,0,x,-4,0,-14,0.0,-3,-1
CCOc1ccc(CCNC(=O)CN(C)S(=O)(=O)c2cccs2)cc1OCC,0,x,-13,-5,-9,0.1,3,-3
C=CCOC(=O)C1=C[C@H](c2ccc(C(F)(F)F)cc2)C[C@H](OCCCCO)O1,10,x,-9,2,x,0.0,-4,-2
Cc1ccc(S(=O)(=O)N(C)C[C@H]2OCCCC[C@H](C)Oc3ccc(NC(=O)NC4CCCCC4)cc3C(=O)N([C@H](C)CO)C[C@@H]2C)cc1,1,-9[16.7 µM],0,4,-2,-0.3,4,51
C[C@H]1CCCCO[C@H](CN(C)Cc2ccncc2)[C@@H](C)CN([C@@H](C)CO)C(=O)c2cc(NS(=O)(=O)c3ccccc3)ccc2O1,-9&-7,-5,-6&21,-1&-2,73*!,x,-4&1,-1&-16
O=C(Nc1cc(S(=O)(=O)N2CCCCC2)ccc1N1CCCCC1)C1CC1,x,3,-3,-1,-3,1.3,x,x
C[C@@H]1CCCCO[C@@H](CN(C)C(=O)Nc2ccc(C(F)(F)F)cc2)[C@@H](C)CN([C@H](C)CO)C(=O)c2cc(NS(=O)(=O)c3cn(C)cn3)ccc2O1,5,18[16.7 µM],-4,1,-4,0.5,1,-1
O=C1OC(/C=C/c2ccc(Cl)cc2)=NC/1=C/c1ccco1,0,8,x,x,12,x,-5,4
Cc1cccc(NC(=O)C2CCN(S(=O)(=O)c3ccc4c(c3)OCCCO4)CC2)n1,x,0,-7,-1,x,-0.2,x,x
CC(C)N(Cc1nc(-c2ccc(Cl)cc2)no1)Cc1nccn1C,7,3,-1,3,9,x,-3,0
CC(C)CN1C(=O)C(=O)N(CC(=O)N(C)CC(=O)Nc2ccc(Cl)c(C(F)(F)F)c2)C1=O,-10,-1,-18,-1,-3,0.1,1,-1
Cc1ccc(OCCNC(=O)CCNS(=O)(=O)c2ccc(C)cc2)cc1,-1,-5,-12,-1,-5,x,-1,2
COc1cccc(NC(=O)N(C)C[C@H]2Oc3ncc(C#Cc4cccnc4)cc3C(=O)N([C@H](C)CO)C[C@@H]2C)c1,3,1[16.7 µM],-17,0,8,x,0,-1
# Further records:
SMILES,RAD54 inh,miR122 inh,RAD52 inh,ERAP1 inh,PGC1a acetyl inh,E-sel inducer,PglD inh,Cneo AK release
CN1CCN(C(=O)CCc2nnc3ccc(N4CCC5(CC4)OCCO5)nn23)CC1,3,-5,7,-3,9,x,3,0
COCC(=O)N1[C@H](CO)[C@@H]2c3ccccc3N(C(=O)Nc3cc(F)ccc3F)C[C@@H]21,2,-7[16.7 µM],8,-1,0,-0.4,6,-1
CC(C)CC#Cc1ccc([C@@H]2[C@H]3CN(C(=O)c4ccccn4)CC(=O)N3[C@H]2CO)cc1,x,x,-5,2,-13,0.2,x,x
COc1ccc(C2C(C(=O)Nc3cccnc3)=C(C)Nc3nc(-c4ccco4)nn32)cc1 (configuration not stated),4,-10,-19,x,8,0.2,1,6
CCOC(=O)Nc1sc2nc(C)cc(C)c2c1-n1cccc1,-5,2,x,x,5,x,3,-5
COc1ccc(OC)c(N2C(N)=NC(N)=NC23CCCC3)c1,-9,0,x,x,2,x,-7,3
Cc1ccc(C(=O)COC(=O)C(C)N2C(=O)C3C4CCC(C4)C3C2=O)cc1 (configuration not stated),6,-1,-11,-3,x,0.0,-3,-1
COC(=O)c1cc2sccc2n1CC(=O)Nc1ccc(OC)c(OC)c1OC,-4,0,x,x,-10,x,0,1
C[C@H](CO)N1C[C@H](C)[C@@H](CN(C)Cc2ccccc2)OCCCC[C@H](C)Oc2ccc(NC(=O)Nc3ccc4c(c3)OCO4)cc2C1=O,6,2[16.7 µM],6,0,0,0.0,-2,1
C[C@@H]1CN([C@H](C)CO)C(=O)c2cc(-c3ccc(C#N)cc3)cnc2O[C@@H]1CN(C)C(=O)c1ccccc1,-14,-2[16.7 µM],0,1,-6,0.5,-3,-2
CC1CCN(C(=O)c2ccc(CSc3nc4ccncc4n3Cc3ccc(F)cc3)cc2)CC1,6,5,-10,0,3,-0.2,-3,0
CC(=O)N1CCN=C1SCc1ccc(C(F)(F)F)cc1,-2,-1,-12,1,3,x,0,1
Fc1ccccc1N1CCN(c2cnc3ccccc3n2)CC1,0,-2,x,x,2,x,2,-6
O=C(Cc1ccc(Cl)cc1)Nc1ccc2oc(-c3ccncc3)nc2c1,-6,-3,x,x,-6,x,-1,0
CCOC(=O)CNC(=O)C1CCC(CNS(=O)(=O)c2cccc3nsnc23)CC1 (configuration not stated),3,-2,-12,0,-4,x,-6,4
CC(C)NC(=O)N[C@H]1CC[C@H](CCNC(=O)C2CCCC2)O[C@H]1CO,-2,x,-7,1,2,-0.3,2,-2
COc1ccc(C(c2sc3ncnn3c2O)N2CCN(c3ccccc3F)CC2)cc1OC (configuration not stated),11,5,-33,1,-2,-0.2,-3,-14
Cc1cccnc1C1=NOC(Cc2ccccc2)C(=O)N1CCOc1ccc(F)cc1 (configuration not stated),-2,x,-14,x,x,x,-2,-1
CCc1nnc(NC(=O)CSc2sc3c(O)cc(=O)[nH]c3c2C#N)s1,-6,-2,-64,0,x,x,0,0
CC(=O)Nc1ccc(NC(=O)c2ccccc2CC[N+](=O)[O-])cc1,-5,-4,x,x,5,x,5,-2
COCC(=O)Nc1ccc2c(c1)[C@@H]1C[C@H](CC(=O)NC3CCCCC3)O[C@H](CO)[C@@H]1O2,-5,1[16.7 µM],20,0,0,-0.4,1,53
CC(=O)N1c2ccc(S(=O)(=O)N3CCCCC3)cc2CC1C(=O)Nc1ccc(F)cc1C (configuration not stated),-7,10,-19,-2,-9,2.6,-2,7
N#CCC(=O)Nc1ccc(C(=O)NCCC(c2ccccc2)c2ccccc2)cc1,-1,x,-27,-1,x,x,1,-3
CCn1cc(C(=O)NCCCN2CC(C)CC(C)C2)c2cc(OC)c(OC)cc2c1=O (configuration not stated),-8,-5,x,x,-4,x,5,-4
O=C(O)c1ccc2c(c1)C(=O)N(c1cccc(-c3nc4ccccc4s3)c1)C2=O,-3,-4,-3,2,3,x,-6,-7

# Record cards, as listed above. Order of values: RAD54 inh, miR122 inh, RAD52 inh, ERAP1 inh, PGC1a acetyl inh, E-sel inducer, PglD inh, Cneo AK release
# O=C(Cc1ccc(Cl)cc1)Nc1ccc2oc(-c3ccncc3)nc2c1 is entered as -6, -3, x, x, -6, x, -1, 0
# COC(=O)c1cc2sccc2n1CC(=O)Nc1ccc(OC)c(OC)c1OC is entered as -4, 0, x, x, -10, x, 0, 1
# Cc1ccc(C(=O)COC(=O)C(C)N2C(=O)C3C4CCC(C4)C3C2=O)cc1 (configuration not stated) is entered as 6, -1, -11, -3, x, 0.0, -3, -1
# N#CCC(=O)Nc1ccc(C(=O)NCCC(c2ccccc2)c2ccccc2)cc1 is entered as -1, x, -27, -1, x, x, 1, -3
# COc1ccc(C2C(C(=O)Nc3cccnc3)=C(C)Nc3nc(-c4ccco4)nn32)cc1 (configuration not stated) is entered as 4, -10, -19, x, 8, 0.2, 1, 6

# Following part.
SMILES,RAD54 inh,miR122 inh,RAD52 inh,ERAP1 inh,PGC1a acetyl inh,E-sel inducer,PglD inh,Cneo AK release
CCN(CC)CCOc1ccc(Br)cc1,-7,3,x,x,-3,x,5,1
C[C@H](CO)N1C[C@H](C)[C@H](CN(C)C(=O)Nc2ccc(F)cc2)Oc2c(NS(=O)(=O)c3ccc(F)cc3)cccc2C1=O,3,-6[16.7 µM],15,-3,4,-0.3,-4,-2
C[C@@H]1CCCCO[C@@H](CN(C)C(=O)Cc2ccccc2)[C@@H](C)CN([C@@H](C)CO)C(=O)c2cc(NC(=O)CCC(F)(F)F)ccc2O1,-1,19[16.7 µM],x,x,8,x,-5,-2
Cc1ccc(S(=O)(=O)CC(=O)Nc2cc(C)on2)cc1,1,-3,-2,-2,-1,-2.6,4,4
COc1ccc(NC(=O)c2c(NC(=O)CNCc3ccco3)sc3c2CCC3)cc1,8,-1,x,x,-25,x,1,4
C[C@H]1CN([C@@H](C)CO)C(=O)c2cccc(NC(=O)Nc3cccc4ccccc34)c2O[C@H]1CN(C)S(C)(=O)=O,1,4[16.7 µM],-10,0,-3,9.8,1,7
CCC1C(=O)N=C(SCC(=O)Nc2ccccc2)NC1=O (configuration not stated),-2,2,x,x,9,x,2,-1
Cc1ccc(S(=O)(=O)N(C)C)cc1NC(=S)NC1CCCC(C)C1C (configuration not stated),1,-1,x,x,0,x,0,0
CC1CN(C(=O)c2ccc3c(c2)OCO3)OC(c2ccccc2)O1 (configuration not stated),9,-4,x,x,-3,x,-7,1
CCn1cc(C(=O)NCCCN(C)c2ccccc2)c(=O)c2cc(S(=O)(=O)N(C)C)ccc21,7,2,-12,4,4,0.0,5,-1
CC(=O)Nc1ccc(S(=O)(=O)Nc2nc3ccccc3nc2Nc2cccc(O)c2)cc1,x,x,-5,-2,1,0.9,x,x
CC(C)(O)C#Cc1ccc([C@H]2[C@@H](CO)N3CCCCN(C(=O)c4ccc(F)cc4)C[C@H]23)cc1,11,5[16.7 µM],-1,4,6,0.2,1,-1
Cc1nc(-c2c(-c3ccc(O)cc3O)noc2C(F)(F)F)cs1,5,-12,x,x,-9,x,-2,5
Cc1ccc(S(=O)(=O)Nc2cccc3c2O[C@@H](CN(C)Cc2ccc(C(=O)Nc4ccccc4N)cc2)[C@@H](C)CN([C@H](C)CO)C3=O)cc1,x,x,23,-1,-8,1.4,x,x

# Source: PubChem (Broad Institute)
